Screens (PubChem BioAssay)
APEX1 inh – qHTS Assay for Inhibitors of the Human Apurinic/apyrimidinic Endonuclease 1 (APE1). Potency, µM (highest dose often 65.8 µM), inactives show at the top dose activity change, negative = inhibition, most hits filed as inhibitors. DNA repair nuclease/redox regulator APEX1 (Homo sapiens), P27695. 350,000 compounds, 0.35% hits. recombinant APE1, TAMRA/BHQ-2 abasic DNA cleavage fluorescence. AID 2517, 2012;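 note: potency is the fitted concentration of half-maximal effect; plate controls were vehicle for no effect and reference inhibitor for full effect; nearly all actives have a fitted effect of over 55% in size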
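Compound pre-exposure to 0.75 nM APE1, 15 min at ambient temperature. Reaction initiated with 50 nM TAMRA/BHQ-2 THF substrate, read immediately in kinetic mode, 525 nm excitation, 598 nm emission.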
Pol kappa inh – qHTS for Inhibitors of Polymerase Kappa. purified Pol kappa, fluorescent DNA synthesis assay, 10 min. Potency, µM (titrated, usually from 107 µM), without a hit: top-dose activity, negative = inhibition, most hits filed as inhibitors. 400,000 compounds, 0.53% hits. AID 588579, 2011; note: potency is the fitted concentration of half-maximal effect; % is set by controls: 0 for no effect and ±100 for the full control effect
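Enzyme at 10 nM met test compounds for 15 min at room temperature. Substrate addition (50 nM final) began the reaction, which was monitored by fluorescence at 0 and 10 min.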
12-LOX inh – Primary qHTS assay for inhibitors of human arachidonate 12S-lipoxygenase (ALOX12): Round 2 | Polyunsaturated fatty acid lipoxygenase ALOX12 (Homo sapiens), P18054 | purified 12hLO, xylenol orange hydroperoxide absorbance | Potency, µM (doses to about 108 µM), without a hit: at the highest dose activity change, negative = inhibition, hits mostly inhibitors | 580,000 compounds, 1.1% hits | AID 1671190, 2021; note: potency is the fitted concentration of half-maximal effect; % is set by controls: 0 for no effect and ±100 for the full control effect
Target sequence (P18054 whole entry, looked up): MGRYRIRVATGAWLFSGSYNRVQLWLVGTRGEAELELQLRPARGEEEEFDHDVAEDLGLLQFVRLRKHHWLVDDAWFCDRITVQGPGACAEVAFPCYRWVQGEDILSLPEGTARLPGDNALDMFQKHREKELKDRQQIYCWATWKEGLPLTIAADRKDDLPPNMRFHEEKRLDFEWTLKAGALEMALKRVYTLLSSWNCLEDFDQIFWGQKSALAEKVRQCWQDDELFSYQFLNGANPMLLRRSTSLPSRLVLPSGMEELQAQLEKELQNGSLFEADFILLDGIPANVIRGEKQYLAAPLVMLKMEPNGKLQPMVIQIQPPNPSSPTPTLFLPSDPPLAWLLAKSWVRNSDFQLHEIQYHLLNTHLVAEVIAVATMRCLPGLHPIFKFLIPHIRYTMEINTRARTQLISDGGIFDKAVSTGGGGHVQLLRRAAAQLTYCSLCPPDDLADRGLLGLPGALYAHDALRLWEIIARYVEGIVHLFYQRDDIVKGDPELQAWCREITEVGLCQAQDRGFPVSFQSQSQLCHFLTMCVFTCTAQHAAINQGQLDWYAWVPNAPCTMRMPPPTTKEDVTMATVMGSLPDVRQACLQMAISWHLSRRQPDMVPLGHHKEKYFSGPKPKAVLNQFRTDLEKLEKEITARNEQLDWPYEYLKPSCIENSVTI
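Hydroperoxide product was detected by ferrous iron/xylenol orange as the 573 to 405 nm absorbance ratio. Arachidonic acid at 40 uM (final) was turned over for 30 min at room temperature by 150 nM human 12hLO, pH 7.0 Hepes buffer, after 15 min compound preincubation.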
LDHA block – qHTS assay for inhibitors of human lactate dehydrogenase | activity change, % (values are at about 110 or 230 µM) | purified LDHA, NADH/diaphorase-resazurin fluorescence; active compounds read low | 480,000 compounds, 0.15% hits | L-lactate dehydrogenase A chain (Homo sapiens), P00338; in the data active = activity change below about -30%; inconclusive = mostly about -25% to -30%;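 note: plate controls were DMSO wells for no effect and wells without enzyme for full effect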
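Human LDH5 (2 nM) was incubated with 0.06 mM NADH and 0.2 mM pyruvate for 5 min at room temperature in Tris pH 7.4. Remaining NADH was coupled through diaphorase/resazurin, and resorufin fluorescence was read at 0 and 20 min.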
Anesthetic bind – qHTS Assay for Identification of Novel General Anesthetics; Potency, µM (series often up to 77.5 µM), for the others: at the highest dose activity change, negative = displacement, most hits filed as inhibitors; apoferritin/1-aminoanthracene competitive binding, fluorescence; 350,000 compounds, 0.074% hits; note: potency is the fitted concentration of half-maximal effect; % is set by controls: 0 for no effect and ±100 for the full control effect; nearly all actives have a fitted effect of over 20% in size
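Steps: apoferritin (10 uM) was premixed with half-saturated 1-AMA in PBS, compounds were pin-transferred, plates stood 10 min at room temperature, fluorescence was read at 380/535 nm, and curves were fitted with a Hill equation.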
Pol beta inh – qHTS Assay for Inhibitors of DNA Polymerase Beta. P06746. Pol beta primer extension/strand displacement, fluorescence kinetic. Potency, µM (doses to about 114 µM), for the others: at the top dose activity change, negative = inhibition, usual class: inhibitors. 340,000 compounds, 1.3% hits. AID 485314, 2010; note: potency is the fitted concentration of half-maximal effect; % is set by controls: 0 for no effect and ±100 for the full control effect
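10 nM enzyme + cpd, 15 min RT; start with substrate 50 nM final; read 0 min and after 10 min RT. Corrected, normalized data; 4-parameter Hill curve fit.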
ERG-DNA inh – qHTS for Small Molecule Inhibitors of the ERG Ets/DNA interaction. Transcriptional regulator ERG (Homo sapiens), P11308. fluorescence polarization, His-ERG Ets domain / labelled DNA. Potency, µM (doses to about 76.9 µM), for the others: at the highest dose FP activity, negative = inhibition, most hits filed as inhibitors. 370,000 compounds, 0.028% hits; active = well fitted inhibition curve with a large enough effect in the polarisation, with a control signal flat; inconclusive = small, poorly fitted or top-dose-only effect, or effect the other way, or a change in a side signal; inactive = no such curve, though single readings can be large or run the other way; the % refers to the polarisation;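 note: polarization taken with two DNA probes labelled with fluorescein and Texas red; potency is the fitted concentration of half-maximal effect; % of control where 0% means no effect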
Target sequence (P11308 whole entry, looked up, the tested form may be a part): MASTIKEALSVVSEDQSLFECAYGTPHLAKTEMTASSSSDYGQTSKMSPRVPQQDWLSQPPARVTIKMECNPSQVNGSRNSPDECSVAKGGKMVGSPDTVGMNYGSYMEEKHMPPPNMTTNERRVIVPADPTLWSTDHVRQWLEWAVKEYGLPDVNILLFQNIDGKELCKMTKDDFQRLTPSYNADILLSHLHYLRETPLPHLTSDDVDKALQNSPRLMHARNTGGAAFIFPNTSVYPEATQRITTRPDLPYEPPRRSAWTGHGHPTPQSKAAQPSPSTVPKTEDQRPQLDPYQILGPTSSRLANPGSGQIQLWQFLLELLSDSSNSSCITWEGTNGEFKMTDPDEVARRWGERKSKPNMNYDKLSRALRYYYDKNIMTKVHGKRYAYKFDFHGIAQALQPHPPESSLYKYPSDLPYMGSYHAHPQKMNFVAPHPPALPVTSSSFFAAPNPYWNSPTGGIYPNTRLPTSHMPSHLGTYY
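His-tagged ERG Ets domain (1 uM in the protein solution; 300mM KCl, 50mM Tris-HCl, 1mM EDTA, 1mM DTT, pH 7.5) received compound, then a probe mix of 5 nM fluorescein-DNA and 100nM Texas-615-DNA. Fluorescence polarization was read for both dyes.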
Pol eta inh – qHTS for Inhibitors of Polymerase Eta | recombinant Pol eta, fluorescent DNA replication assay | 390,000 compounds, 1.2% hits | AID 588591, 2011 | Potency, µM (highest dose often 114 µM), for the others: at the top dose activity change, negative = inhibition, actives largely listed as inhibitors; note: potency is the fitted concentration of half-maximal effect; % is set by controls: 0 for no effect and ±100 for the full control effect
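Fluorescent replication assay: 50 nM final substrate added after a 15 min room-temperature compound preincubation with 10 nM enzyme. Signal taken at 0 min and again at 10 min.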
RGS4 inh – Inhibitors of Regulator of G Protein Signaling (RGS) 4: qHTS; 390,000 compounds, 0.039% hits; AID 504845, 2011; Transcreener GDP fluorescence polarization, RGS4-accelerated GTP hydrolysis; Potency, µM (series often up to 114 µM), inactives show top-dose activity change, negative = inhibition, actives largely listed as inhibitors; note: potency is the fitted concentration of half-maximal effect; % is set by controls: 0 for no effect and ±100 for the full control effect; nearly all actives have a fitted effect of over 75% in size; some results filed as inactive show a strong effect at the top dose
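MLSMR compounds (23 nl, pin-transferred) preincubated 10 min at room temperature with a 500nM (2x) first reagent, then RGS4 at 900nM (2x) plus Transcreener GDP mix added; fluorescence polarization (620/688 nm) read before and after 90 min at 30 °C.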
The depositor's hits bear a star; i = inactive; u = inconclusive; x = not tested or not shown; & = joins results of further samples; [ ] = remark or other dose. Unless noted, calls come from the whole dose curve; as a rule, active = well fitted curve in the direction sought with a large enough effect; inconclusive = small, poorly fitted or top-dose-only effect, or another doubt; inactive = no such curve, though single readings can be large; an effect the other way counts as inactive or inconclusive. Some of the compounds tested; the hit share may differ from the screen's.

SMILES	APEX1 inh	Pol kappa inh	12-LOX inh	LDHA block	Anesthetic bind	Pol beta inh	ERG-DNA inh	Pol eta inh	RGS4 inh
O=C(CCc1c[nH]c2ccccc12)NC(Cc1ccccc1)C(=O)O (centres undefined)	49%[activator]	-13%	1%	-12	12%	-17%	5%	0%	27%
COc1cc2c(cc1OC)CN(c1ccc([N+](=O)[O-])cc1C#N)CC2	1%	-1%	-9%	-1	u	17%	6%	-5%	-10%
CC(C)(Oc1ccc(Br)cc1Cl)C(=O)Nc1ccon1	44%[activator]	-9%	u	-8	u	-17%	18%	-20%	-13%
Oc1ccc2ccccc2c1C=Nc1ccc(N2CCOCC2)cc1	0%	1%	10%	14	u	u	2%	-13%	-11%
Cc1ccc(C2CC(c3cccs3)=NN2C(=O)CSc2nc(=O)n3cc(C)ccc3n2)cc1 (centres undefined)	36%	1%	-3%	4	x	x	1%	-13%	-10%
Cc1nc(-c2ccc(Cl)cc2)sc1CCNC(=O)Cc1ccc(F)cc1	x	-15%[60.1 µM]	-24%	0	46%[activator]	5%	3%	-9%	-11%
O=C(COC(=O)C1CCN(/C=C/C(=O)C(F)(F)F)CC1)Nc1ccccc1	-2%	-15%	-2%	0	-2%	16%	-12%	-13%	-6%
O=C(NCc1ccccc1)c1cnsn1	-10%	-4%	-4%	-3	-3%	4%	10%	-7%	-21%
COc1ccc(-c2cc(=O)[nH]c(N3CCN(Cc4ccccc4)CC3)n2)cc1	-2%	-3%	-2%	-14	-8%	18%	7%	-4%	13%
c1ccc(Nc2nc(N3CCNCC3)nc(N3CCOCC3)n2)cc1	2%	-12%	0%	-4	-3%	u	-4%	1%	17%
O=c1[nH]c2cc([N+](=O)[O-])c([N+](=O)[O-])cc2[nH]c1=O	1%&0%&1%&13%	-9%[60.1 µM]	u	1	-12%	7%[57.1 µM]	-2%	-3%[57.1 µM]	17%[56.9 µM]
N#C/C(=C(/O)c1ccc(Cl)c([N+](=O)[O-])c1)c1nc2ccccc2[nH]1	13%	-12%	25%	-10	-1%	26%	22%	1%	22%
Cc1ccc(S(=O)(=O)n2cnc3cc([N+](=O)[O-])ccc32)c(C)c1	-3%	u	-18%	-1	-3%	10%	-6%	-3%	9%
CC(=O)c1cccc(S(=O)(=O)N(C)C2CCN(C)CC2)c1	14%	0%	-3%	-3	-4%	54%[activator]	-5%	-14%	32%
COc1ccc(-n2ccn(CC(=O)Nc3ccccc3OC)c(=O)c2=O)cc1	-4%	-12%	11%	-4	4%	13%	-1%	-7%	27%
CC1CC(C)CN(C(=O)CNC(=O)Cn2ccc3ccccc3c2=O)C1 (centres undefined)	2%	-8%	1%	-1	-5%	11%	-3%	-12%	3%
CCOC(=O)Cn1cc(C=O)c2ccccc21	3%	-9%	0%	0	1%	12%	-14%	-2%	-23%
CN1CCN(c2nc3c(c(=O)n(C)c(=O)n3C)n2Cc2ccccc2)CC1	9%	-7%	0%	-6	-11%	2%	-11%	9%	23%
Cc1cc(N)nc(C)c1C#N	-2%	-7%	-5%	-1	-2%	21%	4%	-3%	-6%
CCC(Sc1nnc(-c2ccc(C)c(Cl)c2)n1CC)C(=O)Nc1nccs1 (centres undefined)	-7%	-19%	-1%	-1	-23%	4%	-3%	9%	21%
CCN1C(=O)C2(C(C(=O)c3cc4ccccc4o3)=C(O)C(=O)N2CCCN2CCOCC2)c2ccccc21 (centres undefined)	-10%	-1%	-1%	-6	-7%	-3%	-13%	-11%	3%
O=C(Nc1ccc2snnc2c1)N1CCCCC1	1%	-6%	-5%	-14	-13%	-1%	6%	-8%	14%
CCNC(=S)Nc1cc(C(=O)N2CCCC2)ccc1N1CCCC1	6%	-6%	-6%	-11	-5%	47%	3%	1%	-3%
C[C@@H]1COC(=O)[C@H](NC(=O)OCC2c3ccccc3-c3ccccc32)C/C=C\C[C@@H](CC(=O)N[C@@H](CO)Cc2ccccc2)C(=O)N1	-15%	-3%	u	4	x	x	-8%	-11%	-5%
COc1ccc(Cl)cc1NC(=O)CCc1ccccc1	1%	-9%	5%	-2	u	-2%	0%	-3%	10%
(cont.)
SMILES	APEX1 inh	Pol kappa inh	12-LOX inh	LDHA block	Anesthetic bind	Pol beta inh	ERG-DNA inh	Pol eta inh	RGS4 inh
O=C(CCCc1ccccc1)NCCN1CCOCC1	4%	-2%	-12%	-4	-10%	-11%	3%	-5%	-9%
Cn1nc(CC(=O)NCc2ccc(F)cc2)c2ccccc2c1=O	-2%	4%	-1%&-4%	3&-6	-1%	2%	-10%	-19%	1%
Cc1ccc(NC(=O)C2CCC(CNC(=O)[C@@H]3Cc4ccccc4CN3)CC2)cc1 (some centres undefined)	9%	-13%	2%	-11	-7%	1%	-2%	-4%	-3%
Cc1cc(C)nc(NS(=O)(=O)c2ccc(NC(=O)c3ccc4c(c3)OCO4)cc2)n1	-4%	-15%	410%[activator]	-3	-11%	2%	-5%	6%	37%
O=C(COc1ccc(Br)cc1Cl)N1CCN(c2ncccn2)CC1	-5%	-9%	189%[activator]	-6	x	x	5%	-10%	-4%
C=CCn1c(SCC(=O)c2cccs2)nc2sc(CC)cc2c1=O	2%	-20%	1%	0	-22%	16%	-6%	-10%	-36%
Cc1ccc(CCNC(=O)c2ccc(NC(=O)N3CC(C)Sc4ccccc43)cc2)cc1 (centres undefined)	x	-14%	-2%	0	-1%	5%	-4%	-2%	-13%
CC(=O)c1ccc(NC(=O)c2cccc(N3C(=O)c4ccccc4C3=O)c2)cc1	14%	-15%	x	-8	-3%	-23%	-4%	-4%	-13%
CCOC(=O)c1cccc(NC(=O)CN2C(=O)C3C4C=CC(C4)C3C2=O)c1 (centres undefined)	1%	-17%	0%	-1	-7%	0%	-5%	1%	11%
COc1cccc(Cn2c(OCC3CCCO3)nc3c2c(=O)n(C)c(=O)n3C)c1 (centres undefined)	6%	-1%	-4%	-7	8%	-1%	-4%	0%	20%
CCSc1nnc2c(Cl)cc(Cl)cn12	2%	-19%	-3%	-2	-7%	1%	-4%	1%	-40%
CCOc1ccc(C2=Nn3c(nnc3-c3ccc(OC)cc3)SC2)cc1	-3%	-18%	-18%	-3	-7%	u	-1%	u	u
CSc1nc(O)c(C(c2ccc(C)cc2)c2c(O)nc(SC)[nH]c2=O)c(=O)[nH]1	25%	-17%	-7%	-5	-7%	20%	2%	-2%	-22%
COc1ccc(CCN=C2SCC(=O)N2C)cc1OC	0%	-8%	7%	-2	-10%	9%	x	-6%	5%
COC(=O)CC1=C(C(=O)OC)C(c2ccc3c(c2)OCO3)C(C#N)=C(N)O1 (centres undefined)	5%	-8%	-8%	-2	8%	-3%	-1%	-7%	20%
O=C(NCc1ccccc1)C1CCN(c2nc(-c3ccccc3)nc3c2CCC3)CC1	15%	-14%	u	-5	-7%	2%	-14%	-12%	-9%
COc1cc(C(C)=NNC(=O)c2ccncc2)ccc1O	x	-7%	-1%	1	x	x	-5%	-13%	4%
Cc1ccc(OCCOC(=O)Cn2nc(C)c([N+](=O)[O-])c2C)cc1	-4%	4%	15%	-6	-15%	-28%	2%	-4%	0%
COC(=O)c1c(NC(=S)Nc2ccc(F)cc2[N+](=O)[O-])sc2c1CCCCC2	-3%	-6%	-9%	-13	-17%	-5%[57.1 µM]	2%	-15%	-46%
Cc1ccccc1N1C(=O)CC1(C#N)c1ccc(OCc2ccccc2)cc1 (centres undefined)	-3%	-4%	-15%	-3	43%[activator]	-1%	-15%	-10%	0%
O=C(Nc1cc(S(=O)(=O)N2CCOCC2)ccc1O)c1ccc(S(=O)(=O)N2CCCCC2)cc1	-5%	1%	5%	-4	x	x	4%	-9%	-15%
C#CCOCCOCCOCCNc1nc(N2CCN(C(=O)CCCCCCCCCCNC(=O)Cn3cc(C[C@@H](C)O)nn3)CC2)nc(N2CCN(C(=O)CCCCCCCCCCNC(=O)[C@@H](CCSC)n3cc(CCO)nn3)CC2)n1	31%	13%	x	0	x	x	12%	-18%	-31%
O=C(CSc1ccc(Cl)cc1)Nc1ccccc1Oc1ccccc1	-3%	-11%	u	-3	-13%	-14%[57.1 µM]	6%	u	-4%
CC1(C)NC(=O)N(CC(=O)Nc2cc(C(F)(F)F)cc(C(F)(F)F)c2)C1=O	19%	-5%	i	0	-13%	-24%	1%	-25%	-10%
Cc1cccc(NC(=O)C(c2ccccc2)N2Cc3ccccc3C2=O)c1C (centres undefined)	x	5%	-22%	1	-1%	17%	3%	-7%	-14%

Complete entries from above.
`Cc1ccccc1N1C(=O)CC1(C#N)c1ccc(OCc2ccccc2)cc1` (centres undefined) in the list: APEX1 inh = -3%; Pol kappa inh = -4%; 12-LOX inh = -15%; LDHA block = -3; Anesthetic bind = 43%[activator]; Pol beta inh = -1%; ERG-DNA inh = -15%; Pol eta inh = -10%; RGS4 inh = 0%
`O=C(COC(=O)C1CCN(/C=C/C(=O)C(F)(F)F)CC1)Nc1ccccc1` in the list: APEX1 inh = -2%; Pol kappa inh = -15%; 12-LOX inh = -2%; LDHA block = 0; Anesthetic bind = -2%; Pol beta inh = 16%; ERG-DNA inh = -12%; Pol eta inh = -13%; RGS4 inh = -6%
